Assay outcomes: PubChem, Broad Institute
Casp6 inh: caspase-6 (human) enzyme inhibition. purified caspase-6, Z-VEID-R110 cleavage fluorescence. inhibition, % at 12.5 µM. hit rate 0.53% among 350,000;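 active = mean inhibition across replicates at least about 35%, with every replicate also reaching that limit, limit read from the data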;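 also: 0% = median of neutral control wells and 100% = no fluorescence left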
Target sequence (P55212 24-179 limits assumed): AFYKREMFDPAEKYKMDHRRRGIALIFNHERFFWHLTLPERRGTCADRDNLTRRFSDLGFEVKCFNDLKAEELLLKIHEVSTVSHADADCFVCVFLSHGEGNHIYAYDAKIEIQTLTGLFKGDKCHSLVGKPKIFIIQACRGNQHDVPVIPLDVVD
Target sequence (P55212 194-293 limits assumed): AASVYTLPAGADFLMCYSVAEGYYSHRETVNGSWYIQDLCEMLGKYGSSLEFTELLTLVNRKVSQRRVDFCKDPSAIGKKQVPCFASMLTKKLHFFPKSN
esBAF inh: blocks esBAF chromatin remodeling in mouse ES cells. Bmi1-luciferase knock-in reporter, 24 h; 100% = twice the neutral-well signal. reporter increase, % at 12.5 µM. hit rate 2% among 350,000. AID 602393; in the data active = activation above about 40%;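 also: 0% = median of the plate's neutral control wells and 100% = double that signal; a rise in the Bmi1 reporter signal indicates esBAF inhibition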
LGR2 antag: inhibitors of bursicon-induced Drosophila LGR2 receptor cAMP signaling; AID 720647; hit rate 0.35% among 380,000; inhibition, % at 9.99 µM; HEK293 LGR2, CRE-luciferase, bursicon-stimulated, 4 h;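 active = drop in luminescence signal, shown as inhibition above about 50% in the replicate tests, limit read from the data, passing the limit was not always enough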;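 also: agonist challenge used bursicon conditioned medium at about half maximal strength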
FN deposit inh: fibronectin deposition inhibition; hit rate 0.086% among 350,000; AID 743247; AH1F fibroblasts, Alexa488-fibronectin deposition fluorescence, overnight; inhibition, % at 12.6 µM;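 active = mean inhibition across replicates of 30% or more, regardless of how many single replicates reach that level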;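 also: positive control wells lacked labelled fibronectin entirely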
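Measured by – fluorescence 485/525 nm · System – AH1F fibroblast monolayer, labelled fibronectin deposition · Amount – 10000 cells per well · Buffer or medium – serum-reduced DMEM (2% serum) · Doses – single dose, pinned · Also added – fluorescent fibronectin at 24 nM final · Schedule – 1 h cell attachment, overnight exposure to compound and label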
C2C12 statin: suppressors of simvastatin-induced myotoxicity in C2C12 myotubes | hit rate 0.78% among 330,000 | ATP luminescence, 48 h; scaled: DMSO 0, geranylgeraniol control 100 | rescue of ATP level, % at 7.49 µM;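 active = mean ATP rescue above about 67%, or every replicate alone reaching that limit, limit read from the data, passing the limit was not always enough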;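 also: myotubes were challenged with 10 µM simvastatin during compound exposure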
S100A4 MyoIIA: blocks human S100A4 binding to myosin IIA peptide | hit rate 0.14% among 360,000 | P26447 | S100A4/TAMRA-MyoIIA peptide fluorescence polarization | inhibition, % at 10.7 µM | AID 652163;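 active = mean inhibition of at least 70% across replicates, with every replicate also reaching that level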
Target sequence (P26447 whole entry, looked up): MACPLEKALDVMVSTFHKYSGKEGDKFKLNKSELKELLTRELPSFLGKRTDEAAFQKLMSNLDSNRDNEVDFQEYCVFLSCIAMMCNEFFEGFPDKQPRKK
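Test system: S100A4 monomer protein; Medium: HEPES pH 7.2 with CaCl2, KCl, NaCl, DTT, Triton; Probe or stimulus: TAMRA-labelled myosin IIA heavy-chain peptide probe, 5 nM; Doses: one dose per compound; Times: polarization read 5 min after assay mix addition, stable 5–60 min; Benchmarks: neutral control DMSO, positive control TFP.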
SIRT5 inh: sirtuin-5 (human) deacylase inhibition; Q9NXA8; Purified SirT5, succinyl-peptide AMC, trypsin-coupled fluorescence; inhibition, % at 15 µM; hit rate 1.1% among 330,000; AID 652115; in the data active = inhibition above about 15%
Target sequence (Q9NXA8 whole entry, looked up): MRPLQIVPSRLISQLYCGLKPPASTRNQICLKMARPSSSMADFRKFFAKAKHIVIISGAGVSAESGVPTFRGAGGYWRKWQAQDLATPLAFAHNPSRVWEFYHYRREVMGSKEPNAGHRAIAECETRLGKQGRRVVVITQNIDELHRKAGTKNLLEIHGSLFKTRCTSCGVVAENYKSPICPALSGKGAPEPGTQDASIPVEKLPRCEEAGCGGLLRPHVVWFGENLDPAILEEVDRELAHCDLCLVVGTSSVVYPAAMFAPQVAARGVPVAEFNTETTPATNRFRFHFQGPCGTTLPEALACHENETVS
* marks the source's active call; other numbers are inactive results; . = no result given. Only part of the results is shown; the hit share may differ from the screen's.

Each structure is followed by: Casp6 inh	esBAF inh	LGR2 antag	FN deposit inh	C2C12 statin	S100A4 MyoIIA	SIRT5 inh
COC(=O)c1ccc2nc(-c3ccc(C#N)cc3)c(Cc3ccsc3)n2c1
  3	.	-7	16	.	-10	4
O=C(C[C@H]1C=C[C@H](NC(=O)CC2CC2)[C@@H](CO)O1)NCc1ccccc1
  5	.	-1	.	.	6	4
NC(=O)C1CCN(CC(=O)Nc2ccccc2C(=O)NC2CC2)CC1
  0	1	7	0	10	22	-1
CNC[C@H]1Oc2c(NC(=O)C3CCOCC3)cccc2C(=O)N([C@@H](C)CO)C[C@H]1C
  1	1	-1	-3	13	-62	2
O=C(Nc1ccc(O)cc1)N1CCOCC1
  7	-10	10	-3	-5	-8	.
COc1ccc(-c2c(C#CC(C)(C)O)c3ccccc3n2C)cc1
  -1	-2	-1	-10	-7	-3	.
CC(C)NC(=O)COC(=O)Cn1[nH]c(=O)c2ccccc2c1=O
  1	.	1	1	.	3	-2
Cc1ccc(Nc2ncc3c(=O)[nH][nH]c(=O)c3n2)cc1
  1	0	-9	-1	-3	1	8
COc1ccc(C2OC3=C(Nc4cc(C)c(C)cc4N3)C2=O)cc1 (stereo not given)
  -2	56*	-74	1	-1	-9	-6
CCOc1ccc(S(=O)(=O)N2CCCC(C(=O)NCc3ccccc3)C2)cc1 (stereo not given)
  -2	.	17	7	.	0	0
Cc1ccc(N/C=C(\C2OC(=O)c3ccccc32)[N+](=O)[O-])c(C)c1 (stereo not given)
  0	.	-22	-6	.	3	.
Nc1ccnn1Cc1cccnc1
  2	-6	9	9	22	10	4
O=C(C1CCCC1)N1CCCCN2[C@H](CO)[C@H](c3ccc(-c4ccncc4)cc3)[C@H]2C1
  -1	.	.	.	.	1	2
O=C(C[C@@H]1CC[C@H]2[C@@H](COC[C@@H](O)CN2S(=O)(=O)c2ccc(Cl)cc2)O1)NCCN1CCCCC1
  -1	.	-9	3	.	-7	0
Cc1noc(C)c1NC(=O)N(C)C[C@@H]1Oc2ccc(NS(=O)(=O)c3c(C)noc3C)cc2CC(=O)N([C@H](C)CO)C[C@H]1C
  1	-1	-19	-10	3	-5	-1
C=CCc1cc(C=O)cc(OC)c1OCc1ccc(Cl)cc1
  .	-1	-1	.	2	.	.
Cc1ccc(NC(=O)CCCNC(=O)c2ccc(Cl)cc2)cc1S(=O)(=O)N1CCOCC1
  1	2	-4	2	-4	-5	0
O=C(NC(Cc1ccccc1)C(=O)O)/C(=C/c1ccc(F)cc1)NC(=O)c1ccccc1 (stereo not given)
  -1	7	-1	2	4	-2	-1
CCOc1cccc(C(=O)NC(=S)Nc2ccc(N3CCN(CC)CC3)cc2)c1
  -26	2	.	4	-2	-2	-2
CCN(c1ccccc1)S(=O)(=O)c1ccc2c(c1)OCCO2
  1	-1	5	-2	-3	-6	-2
COc1ccc(C(=O)NNC(=S)NC(=O)c2ccc(Br)o2)cc1OC
  -1	.	9	-11	.	1	4
C=CC[C@@H](CC(=O)OC(C)(C)C)C(=O)OC[C@H]1CCCN1C(=O)[C@@H](CC=C)CC(=O)NCCO
  -1	7	1	6	2	-4	-2
Cc1ccc(C(=O)NNC2CC(=O)N(c3ccc4c(c3)OCCO4)C2=O)cc1 (stereo not given)
  -3	.	-4	-5	.	2	5
CN1C[C@@H]2[C@@H]3C(=O)N(Cc4ccccc4)C(=O)[C@@H]3[C@](C)(C1=O)N2C(=O)c1ccc(Br)cc1
  3	5	-16	-5	-11	-11	-3
COc1ccc(CN(C)C[C@H]2Oc3c(NC(=O)C4CCCCC4)cccc3C(=O)N([C@@H](C)CO)C[C@H]2C)cc1
  -1	-6	17	.	3	2	-5
COc1ccc(NC(=O)N(C)C[C@@H]2Oc3c(NC(=O)Nc4cccc5ccccc45)cccc3C(=O)N([C@@H](C)CO)C[C@H]2C)cc1
  0	9	-16	-2	15	-26	1
C[C@@H]1CN([C@H](C)CO)C(=O)c2c(c3ccccc3n2C)-c2ccccc2CO[C@@H]1CN(C)Cc1cccc2c1OCCCO2
  2	.	-12	2	.	18	20*
CCN(CC)C(=O)C1=C(C)N(Cc2ccc(OC)cc2)C(=O)C(CC(=O)NCCCCc2ccccc2)C1 (stereo not given)
  2	-1	6	-4	-2	-3	.
CC(C)Cc1nnc(NC(=O)CCC(=O)N2CCN(c3ccc(F)cc3)CC2)s1
  3	1	6	-16	-9	7	-6
O=C(NNC(=O)c1nc2ccccc2[nH]1)OCc1ccccc1
  -1	-1	-8	3	5	-1	.
Cc1cc(C)n(/N=C/c2ccccc2O)c(=O)c1
  -4	0	-5	-9	1	-2	-1
CC(=O)c1ccc(NC(=O)CSc2nnc(-c3ccco3)c(-c3ccco3)n2)cc1
  33	-12	20	2	6	-2	8
Cc1ccc(N(CC(=O)N=Nc2c(O)[nH]c3ccccc23)S(C)(=O)=O)c(C)c1
  14	.	-27	6	.	0	-1
CN(CC(=O)Nc1ccc(Cl)cc1)C(=O)COc1ncnc2ccccc12
  -4	11	0	-1	10	0	0
CCCC#Cc1ccc([C@@H]2[C@@H](CO)N(S(C)(=O)=O)[C@H]2C#N)cc1
  -1	-1	-2	-6	46	-3	4
COC(=O)c1cccc(S(=O)(=O)N2CCC(c3nc4ccccc4o3)CC2)c1
  0	-6	8	.	-5	1	-6
COc1ccc(OCC(=O)N/N=C2\CCc3ccccc32)cc1
  .	10	.	19	-3	.	.
Cc1cccc(CNc2ncc(-c3cccc([N+](=O)[O-])c3)n2C)c1
  0	.	8	-3	.	5	0
CSc1cccc(NS(=O)(=O)c2ccc(-c3coc(C)n3)cc2)c1
  -2	1	11	-4	-3	5	2
COc1ccc(OC)c(CN2CCN(CCc3ccccc3)C(CCO)C2)c1 (stereo not given)
  .	-1	-16	17	0	1	3
COc1ccc(NC(=O)CSc2cc(C)ccc2C)cn1
  -1	.	1	8	.	0	-1
Cc1ccc(/C(O)=C2\C(=O)C(=O)N(CCN(C)C)C2c2ccccc2F)cc1 (stereo not given)
  .	8	.	-2	1	.	.
O=C(Nc1cccc(F)c1)N[C@@H]1CC[C@@H](CCNS(=O)(=O)c2cccc(Cl)c2)O[C@H]1CO
  3	11	6	.	-44	53	4
O=C(CN1CCN(c2ccc(Cl)cc2)CC1)Nc1ccc(F)cc1
  .	-6	.	-8	5	.	.
CCCCNC(=O)c1sc(=S)n2c1[nH]c(=O)c1ccccc12
  .	-13	.	-9	-41	.	.
CN1CCC(N(C)C(=O)/C(C#N)=C/c2ccc(OC(F)F)cc2)CC1
  -6	.	-2	-2	.	-2	0
COc1cccc(C=Nc2ccccc2C(=O)Nc2ccccc2)c1O
  -1	37	-4	-8	5	-5	-3
Cc1nonc1CN(C)C(=O)CC1C(=O)NCCN1Cc1ccccc1F (stereo not given)
  -2	0	-3	5	4	-6	-1
O=C(OCc1cn([C@H]2C[C@H](c3ccc(Cl)cc3)N(C(=O)C3CCCCC3)C[C@@H]2O)nn1)c1ccccc1
  -2	-2	-14	-9	-9	4	14
COCC#Cc1cnc2c(c1)C(=O)N([C@@H](C)CO)C[C@@H](C)[C@H](CN(C)C(=O)Nc1cccc(F)c1)O2
  -2	4	11	3	-1	-8	-2

(listing goes on)
Each structure is followed by: Casp6 inh	esBAF inh	LGR2 antag	FN deposit inh	C2C12 statin	S100A4 MyoIIA	SIRT5 inh
Cn1c(=O)c2c(nc(NCCNC(=O)c3ccco3)n2Cc2ccc(F)cc2)n(C)c1=O
  2	-2	-2	-2	-5	-3	-2
COc1cc(OC)c(NC(=O)c2ccc(F)cc2)cc1Cl
  3	4	-23	3	4	-1	1
Cc1ccc(S(=O)(=O)Nc2ncccn2)cc1
  0	-2	2	-1	-5	-10	-2
COc1ccc(NS(=O)(=O)c2ccc(C)c(C(=O)O)c2)cc1
  5	6	10	.	-12	-3	1
CCCCOc1ccc(C(=O)NCC2(c3ccccc3)CCOCC2)cc1
  .	-17	.	8	2	.	.
Cc1ccc(S(=O)(=O)N(C)C[C@@H]2Oc3c(cccc3N(C)C)C(=O)N([C@@H](C)CO)C[C@H]2C)cc1
  0	0	-8	7	-23	3	-7
Cc1ccc(CNC(=O)CCC2CCCN(Cc3cccc4cccnc34)C2)o1 (stereo not given)
  -7	-7	-6	-14	10	-2	-2
Cc1n[nH]c(C)c1S(=O)(=O)N1CCCC(C(=O)O)C1 (stereo not given)
  6	2	-2	-1	-3	10	-2
C[C@@H]1CN([C@H](C)CO)C(=O)c2cc(C#Cc3ccccn3)cnc2O[C@H]1CN(C)Cc1ccccc1
  .	-1	-15	6	40	.	.
Cc1ccc(NC(=O)CSc2nncn2N)cc1C
  -2	3	6	3	0	-2	3

Random excerpt: 2 entries already listed.
Each structure is followed by: Casp6 inh	esBAF inh	LGR2 antag	FN deposit inh	C2C12 statin	S100A4 MyoIIA	SIRT5 inh
Cc1n[nH]c(C)c1S(=O)(=O)N1CCCC(C(=O)O)C1 (stereo not given)
  6	2	-2	-1	-3	10	-2
Cc1ccc(NC(=O)CSc2nncn2N)cc1C
  -2	3	6	3	0	-2	3

Continuation:
Each structure is followed by: Casp6 inh	esBAF inh	LGR2 antag	FN deposit inh	C2C12 statin	S100A4 MyoIIA	SIRT5 inh
OC(c1ccc(F)cc1)c1ncc(-c2cccc3ccccc23)[nH]1 (stereo not given)
  11	15	0	11	1	-6	-6
O=C(c1ccccc1)N1[C@H](CO)[C@H](c2ccccc2)C12CN(CCC(F)(F)F)C2
  -1	.	0	.	.	2	-5
Cc1noc(C)c1S(=O)(=O)N(C)C[C@H]1OCCCC[C@H](C)Oc2ccc(NS(=O)(=O)c3ccccc3)cc2C(=O)N([C@H](C)CO)C[C@H]1C
  0	.	-10	-1	.	1	.
CSc1nc2sc3c(c2c(=O)[nH]1)CCc1ccccc1-3
  -4	.	-14	12	.	10	0
COCCCNC(=S)N1CCN(c2nc(-c3ccc(Cl)cc3)cs2)CC1
  -1	-2	21	-5	-12	-5	-2
COc1c2c(c(OC)c3ccccc13)[C@@]1(OC2)O[C@H](CCO)C[C@H](O)[C@H]1O
  2	-5	13	1	-7	0	-2
CN(C)CC(=O)N1CCCCN2[C@H](C1)[C@@H](c1ccc(-c3cccnc3)cc1)[C@@H]2CO
  4	.	0	.	.	-5	-1
CCC1=NN(C(=O)C(=O)NCCc2ccccc2)C(O)(C(F)(F)F)C1 (stereo not given)
  .	-1	.	-10	5	.	.
COc1ccc2c3c(n(C)c2c1)[C@@H](CO)N(CC1CCCCC1)CC31CCN(Cc2nccs2)CC1
  -2	.	9	.	.	12	3
C#Cc1ccc(NC(=O)C2(C)CCN2C(=O)Cc2ccc(-c3ccccc3)cc2)cc1 (stereo not given)
  -4	-6	16	1	-2	-2	-7

Copied from the list.
For C2C12 statin, CN1C[C@@H]2[C@@H]3C(=O)N(Cc4ccccc4)C(=O)[C@@H]3[C@](C)(C1=O)N2C(=O)c1ccc(Br)cc1 is listed with -11
For SIRT5 inh, COc1ccc(NC(=O)CSc2cc(C)ccc2C)cn1 is listed with -1
For FN deposit inh, COc1ccc(OCC(=O)N/N=C2\CCc3ccccc32)cc1 is listed with 19

Next section
Each structure is followed by: Casp6 inh	esBAF inh	LGR2 antag	FN deposit inh	C2C12 statin	S100A4 MyoIIA	SIRT5 inh
COC(=O)c1[nH]c2cc(C)ccc2c1NC(=O)CN1CCN(C(=O)c2ccco2)CC1
  .	-6	.	8	13	.	.
O=C1C2C3c4ccccc4C(c4ccccc43)C2C(=O)N1c1cccc2cccnc12 (stereo not given)
  .	5	.	-10	5	.	.
CN(NS(=O)(=O)c1ccc(Cl)cc1)c1ncc(C(F)(F)F)cc1Cl
  0	.	3	2	.	4	1
COc1ccccc1NS(=O)(=O)c1cccc(NC(=O)C2CC2)c1
  5	2	-13	-5	5	-1	-14
O=C(Nc1cccc([N+](=O)[O-])c1)Nc1cnccn1
  -1	.	6	1	.	8	0
C[n+]1ccc2[nH]c3ccccc3c2c1
  1	.	14	13	.	1	-4
CCCc1c(C(=O)Nc2ccc(F)cc2F)cnn1-c1ccccc1
  -2	-6	2	8	4	-8	-1
O=c1ccn([C@@H]2O[C@H](CO)[C@@H](O)[C@H]2O)c(=O)[nH]1
  .	5	2	-3	-2	-2	-4
